esBAF inh = Bmi1 luciferase reporter increase in mESCs, primary screen, esBAF inhibitor project, mouse ES cells, Bmi1 luciferase knock-in, single point | actives 2% (n = 350,000) | 24 h; 100% = twice the neutral-well signal | reporter increase, % at 12.5 µM; in the data active means activation above about 40%;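 further: 0% = median of the plate's neutral control wells and 100% = double that signal; a rise in the Bmi1 reporter signal indicates esBAF inhibition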
RAD54 branch = inhibitors of human RAD54 branch migration, primary screen, biochemical, fluorescence, single point; RAD54 Holliday junction branch migration, FAM/BHQ fluorescence; inhibition, % at 10.4 µM; actives 0.14% (n = 360,000); AID 602329, 2012; DNA repair and recombination protein RAD54-like (Homo sapiens), Q92698;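 active means mean normalized replicate activity at least 40 and at least half of replicates scoring 40 or more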;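 further: 0% = median of neutral control wells and 100% = median of positive control wells; inhibitors cause a drop in the FAM fluorescence signal; in these data hits start at about 50%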
Target sequence (Q92698 whole entry, looked up): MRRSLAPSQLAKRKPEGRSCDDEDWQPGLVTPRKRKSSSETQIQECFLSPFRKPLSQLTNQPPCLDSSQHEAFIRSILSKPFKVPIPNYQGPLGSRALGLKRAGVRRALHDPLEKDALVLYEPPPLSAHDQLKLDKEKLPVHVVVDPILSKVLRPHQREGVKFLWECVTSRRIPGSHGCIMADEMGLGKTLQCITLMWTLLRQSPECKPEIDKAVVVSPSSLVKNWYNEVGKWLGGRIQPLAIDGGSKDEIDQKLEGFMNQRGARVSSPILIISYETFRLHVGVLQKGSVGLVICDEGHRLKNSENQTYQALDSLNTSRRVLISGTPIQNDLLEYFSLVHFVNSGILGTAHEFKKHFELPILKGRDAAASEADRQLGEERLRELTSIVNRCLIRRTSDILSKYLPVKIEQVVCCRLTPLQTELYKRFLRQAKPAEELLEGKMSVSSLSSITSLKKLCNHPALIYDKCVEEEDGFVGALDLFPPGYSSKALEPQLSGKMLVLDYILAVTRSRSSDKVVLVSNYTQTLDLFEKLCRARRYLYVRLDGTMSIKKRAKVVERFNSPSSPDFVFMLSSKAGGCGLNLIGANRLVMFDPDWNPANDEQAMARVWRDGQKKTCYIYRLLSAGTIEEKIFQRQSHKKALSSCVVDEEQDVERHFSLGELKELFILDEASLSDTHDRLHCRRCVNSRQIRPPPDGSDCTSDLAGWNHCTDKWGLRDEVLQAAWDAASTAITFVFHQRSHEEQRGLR
ARNT TACC3 PPI = disruptors of ARNT/TACC3 protein interaction, primary screen, biochemical, AlphaScreen, single concentration. actives 0.66% (n = 390,000). AlphaScreen His-ARNT PAS-B/GST-TACC3 binding, luminescence; TACC3 fragment carries E629A point mutation. AID 623870, 2012. Transforming acidic coiled-coil-containing protein 3 (Homo sapiens), Q9Y6A5. inhibition, % at 9.99 µM;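 active means mean inhibition of replicates at least 50% and at least half of replicates each reaching 50%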;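 further: 0% = complete ARNT plus TACC3 wells and 100% = ARNT alone without TACC3; many hits fall short of the cut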
An asterisk follows results filed as active; / = not tested or not shown. An excerpt (hit frequency here may not be typical).

SMILES | esBAF inh | RAD54 branch | ARNT TACC3 PPI
O=c1c2cccc3c2c(nn1-c1ccccc1)-c1ccccc1-3 | / | -4 | 5
CCOc1ccc(-c2[nH]nc3c2C(c2ccc4c(c2)OCO4)C(C#N)=C(N)O3)cc1OC (stereo unspecified) | / | -6 | 6
Cc1cc(C)nc(NC(=O)CSc2nc3cc(Cl)ccc3s2)n1 | / | -2 | 0
O=C(c1ccccn1)N(CC1CCCO1)C1(C(=O)NC2CCCCC2)CCCCC1 (stereo unspecified) | / | 0 | -17
CC(C)(C)n1ncc2c(=O)n(Cc3c(F)cccc3Cl)cnc21 | / | -9 | -2
C=CCn1c(SCc2csc(C)n2)nc2sc3c(c2c1=O)CCCC3 | / | 8 | -1
Cc1ccc(OCCCC(=O)Nc2ccccc2C(F)(F)F)cc1 | / | 1 | 1
COC(=O)Cn1c(=N)n(CCN2CCCCC2)c2ccccc21 | / | -12 | 0
COC(=O)c1c(/N=C/N(C)C)sc2c1CCN(c1ncc(C(F)(F)F)cc1Cl)C2 | / | -2 | 1
CC1(C)CC(=O)C2=C(C1)N(Cc1cccnc1)C(=O)C2(NC(=O)c1ccc(F)cc1)C(F)(F)F (stereo unspecified) | / | -6 | 22
Cc1ccc(NC2=NCC(=O)N2c2ccc3c(c2)OCCO3)c(C)c1 | / | -8 | -4
Cc1ccc(NC(=O)N2CCc3ccccc32)cc1 | / | -4 | -4
CC(=O)/C(=N\Nc1ccccc1)Oc1ccc([N+](=O)[O-])cc1 | / | -3 | -7
Cc1ccc(NC2=CC(=O)CC(c3ccco3)C2)c(N)c1 (stereo unspecified) | / | 4 | 2
COc1ccc(NC(=O)CSc2nc3ccccc3c(=O)n2CCCN2CCCCC2)c(OC)c1 | / | 6 | 3
COc1ccc(-c2[nH]ncc2-c2ccc(Cl)cc2)c(O)c1 | / | -4 | 1
O=C(NCc1ccc(F)cc1)C(c1ccncc1)N(C(=O)c1csnn1)C1CC1 (stereo unspecified) | / | 6 | -4
Clc1ccc(Oc2nnnn2-c2ccccc2)cc1 | / | 4 | -6
O=C(CSc1ccsc1[N+](=O)[O-])NCCc1ccccc1 | / | 4 | -1
O=C(COC(=O)c1ccc2ccccc2c1)Nc1ncc(C(F)(F)F)cc1Cl | / | -9 | -1
O=C(COC(=O)C1CCN(C(=O)c2ccc(Cl)cc2)CC1)c1ccco1 | / | 0 | -8
c1ccc2c(c1)oc1c(NCCCn3ccnc3)ncnc12 | / | 15 | 2
O=C(NCc1ccccc1)c1ccc(Oc2ccc(C(=O)NCc3ccccc3)cc2)cc1 | / | -4 | -3
COC(=O)c1ccc(NC(=O)CN2CCN(c3cccc(Cl)c3)CC2)cc1 | / | -1 | -1
CSc1nnc(Cc2cc(=O)[nH]c(=O)[nH]2)n1-c1cc(C)ccc1C | / | -3 | 1

(list continues)
SMILES | esBAF inh | RAD54 branch | ARNT TACC3 PPI
COC(=O)C1=C(C)N(c2ccc(Cl)c(Cl)c2)C(=O)C1 | / | -8 | -7
CCOC(=O)C1=C(C)N(C)C(C)=C(C(=O)OCC)C1c1ccc(C(=O)OC)cc1 | / | 7 | 0
COc1ccc(CCn2c(C)cc3c(c2=O)C(c2ccc4c(c2)OCO4)C(C#N)=C(N)O3)cc1OC (stereo unspecified) | / | -4 | -2
CN1c2ccccc2C(C)(C)C12CC(CCl)=NO2 (stereo unspecified) | / | 3 | 0
Cc1ccn2c(NC3CCCCC3)c(C(C)C)nc2c1 | / | 10 | 2
CCOC(=O)CSc1nnc(CNc2nc(-c3ccccc3)cs2)n1C | / | -8 | 7
COc1cccc(C(=O)Nc2ccc(NC(=O)C3CC3)cn2)c1 | / | 0 | -22
Cc1cccc(N2CC(O)=C(c3nc4ccccc4n3C)C2=N)c1 | / | -16 | -3
CCOC(=O)CNC(=O)CSc1nnc(Cn2cnc3ccccc32)n1C | / | -3 | 0
COc1cccc(-n2nnc3c(=O)n(CC(=O)N4CCCCC4)cnc32)c1 | / | -4 | -9
COc1cc(OC)c(C(=O)Nc2ncn[nH]2)cc1OC | / | 14 | 13
CCN(CC)CC(=O)NC12CC3CC(CC(C3)C1)C2 | / | 1 | 1
Cc1cc(C)c2oc(-c3ccc(C)c(NC(=S)NC(=O)/C=C/c4ccco4)c3)nc2c1 | / | -4 | 1
Cc1cc(C)c(C#N)c(Nc2ccccc2Cl)n1 | / | -6 | -12
CCOC(=O)CN(C(=O)CCC(=O)Nc1cc(C)on1)C(C(=O)NC1CCCC1)c1cccnc1 (stereo unspecified) | / | -5 | 0
CCN(CC)S(=O)(=O)c1ccc(OC)c(NC(=O)c2ccc(OC)c([N+](=O)[O-])c2)c1 | / | 7 | -3
O=S(=O)(O)c1nc2ccccc2n1CCOc1ccccc1 | / | -14 | -3
CCCn1c(=N)n(CCOc2ccc(OC)cc2)c2ccccc21 | / | 8 | 3
Cc1ccc2nc(-c3cccc(N)c3)[nH]c2c1 | / | 4 | 4
Cc1cc(=O)[nH]c(SCC(=O)NCc2ccco2)n1 | / | -1 | 1
Cn1c(COc2ccccc2)nnc1SCCN1CCOCC1 | / | 4 | -5
COc1ccc(C(=O)NC(=O)Nc2ncccc2C)cc1 | / | 7 | -2
O=C(O)c1cccc(N2CCCCS2(=O)=O)c1 | / | -4 | 1
N#C/C(=C(/O)COC(=O)CCC1CCCCC1)c1nc2ccccc2[nH]1 | / | -5 | 0
COc1ccccc1N1CCN(c2nc(-c3ccccc3)cc(C(F)(F)F)n2)CC1 | / | -1 | 12

Further entries:
SMILES | esBAF inh | RAD54 branch | ARNT TACC3 PPI
Cc1ccc(CN2CCN(C(=O)CCN3C(=O)c4ccccc4C3=O)CC2)cc1 | / | -12 | 2
O=C(CN1CCN(Cc2ccccc2F)C1=O)NCc1ccco1 | / | 1 | 1
CCCCNS(=O)(=O)c1ccc2nc(SCC(=O)Nc3sccc3C#N)[nH]c2c1 | / | -11 | 4
COC(=O)c1ccccc1S(=O)(=O)C(C)(C)C | / | -1 | -3
COc1ccc(NC(=S)Nc2ccc(F)cc2)c(OC)c1 | / | 2 | 8
Clc1ccccc1CN(Cc1ccccc1)c1ncnc2nc[nH]c12 | / | 2 | -23
NS(=O)(=O)c1ccc(S(=O)(=O)N2CCCC2)cc1 | / | -3 | -3
COc1ccccc1CNC(=O)CCC(=O)Nc1nnc(C)s1 | / | -3 | -3
CN(C)C(=O)C(=O)c1c(-c2ccccc2)cc2ccccn12 | / | -6 | 1
O=C(NCc1ccccn1)c1cn(Cc2ccccc2)nn1 | / | -8 | -2
CCNc1nc(OCCNC(C)=O)nc(N(C)C)n1 | / | 0 | 0
Cc1nc(-c2ccccc2)sc1C(=O)CSc1ccccc1 | / | -6 | 1
CCOc1ccccc1-c1cc(C(=O)N/N=C/c2ccc3c(c2)OCO3)c2ccccc2n1 | / | -9 | -23
CSc1nc2ccc(NS(=O)(=O)c3ccc(Cl)s3)cc2s1 | / | -8 | -1
C#CCn1c(=NC(=O)c2ccc(S(=O)(=O)N3CCc4ccccc4C3)cc2)sc2cc(S(N)(=O)=O)ccc21 | / | 0 | -4
Cc1cc(C)nc(SCc2nnc(SCC(N)=O)n2Cc2ccco2)n1 | -3 | / | 0
CC(Sc1nc(N2CCOCC2)nc(N2CCOCC2)n1)C(=O)Nc1ccccc1 (stereo unspecified) | -2 | / | 15
O=C1C2C3C=CC(CC3)C2C(=O)N1c1ccc2c(c1)OCO2 (stereo unspecified) | 1 | / | -13
O=C(NCc1ccc(F)cc1)C1CC(=O)N(CCc2ccccc2)C1 (stereo unspecified) | -7 | / | 2
O=C(CSc1ccc(Cl)cc1)Nc1ccccc1N1CCN(C(=O)c2ccccc2)CC1 | -1 | / | 3
Cc1ccc(-c2cc(C(F)F)nc(NCc3cccnc3)n2)cc1 | -2 | / | -7
COCCN1C(=O)c2ccccc2C(C(=O)Nc2ccc3c(c2)OCCO3)C1c1ccc(F)cc1 (stereo unspecified) | 7 | / | 3
COc1ccc(-c2cc(C(F)F)n3ncc(C(=O)N4CCSCC4)c3n2)cc1 | -3 | / | -17
Cc1ccc(CNC(=O)C(NS(=O)(=O)c2cccs2)C(C)C)cc1 (stereo unspecified) | 4 | / | 1
COC(=O)CNC(=O)Cn1cnc2sc(C)c(S(=O)(=O)N3CCC(C)CC3)c2c1=O | 5 | / | 0

Continued.
SMILES | esBAF inh | RAD54 branch | ARNT TACC3 PPI
NC(=O)NC(c1ccccc1)c1ccccc1F (stereo unspecified) | -3 | / | -5
Cc1n(CC(O)COC2CCCCC2)c2ccccc2[n+]1C (stereo unspecified) | -9 | / | -17
CC(C)(C)N=C1SCC(C)(/C=N/O)S1 (stereo unspecified) | -2 | / | -14
COc1cc(NS(=O)(=O)c2ccc(C)cc2)c2ncccc2c1 | -34 | / | 6
O=C(c1cccc(-c2nnc(-c3ccccc3)o2)c1)N1CCCCC1 | 72* | / | -1
Fc1ccc2[nH]c3c(N4CCN(c5ccccc5)CC4)ncnc3c2c1 | -31 | / | 4
CCC(C)(C)C1CCC2(CC1)NC(CO)(CO)CO2 (stereo unspecified) | -5 | / | -2
O=C(Nc1ccccc1F)c1ccc(-n2cncn2)nc1 | 13 | / | 0
Cc1cc(N2CCCC2)nc(-c2ccccc2O)n1 | 16 | / | -6
CC(=O)N1CCN(c2ccc(N=Cc3c(O)n(Cc4ccccc4)c(=O)[nH]c3=O)cc2)CC1 | 6 | / | 17
O=c1[nH][nH]cc1C=Nc1ccccc1O | -14 | / | 40
C=CCOn1c(C)c(C(C)=O)c2c3nonc3ccc21 | -3 | / | -2
Cn1c(=O)[nH]c(=O)c2c1nc(N1CCCCCC1)n2Cc1cccc2ccccc12 | 11 | / | -5
COc1ccc(C(=O)N2CCC(n3c(C)nc4cc(F)ccc43)CC2)cc1OC | -8 | / | -2
Cc1ccc(S(=O)(=O)NCCCCCC(=O)NC(C)(C)CO)cc1 | -11 | / | -3
O=C(NCC1COc2ccccc2O1)c1ccco1 (stereo unspecified) | 15 | / | -13
O=C(NCc1ccc(N2CCCC2=O)cc1)Nc1ccccc1 | -1 | / | -1
Cc1cc(C)nc(-n2nc(C)c3c(=O)[nH]c(C(F)(F)F)nc32)n1 | -1 | / | -4
COc1ccc(-c2csc(Cc3nnc4n3CCCCC4)n2)cc1OC | 16 | / | 5
Cc1ccc(C2C3=C(CC(C)(C)CC3=O)NC3=C2C(=O)CC(C)(C)C3)o1 | 6 | / | -8
COc1ccccc1Nc1ncnc2ccccc12 | 1 | / | -14
CC(C1CC1)N(C(=O)NC1CCS(=O)(=O)C1)c1ccccc1 (stereo unspecified) | -6 | / | -6
CCCOC(=O)CSc1nnc(-c2ccc(Cl)cc2Cl)o1 | -7 | / | -1
O=C(CSc1nc(-c2ccco2)cc(C(F)(F)F)n1)NCc1cccs1 | -11 | / | 1
CCC(OC(=O)c1cccs1)C(=O)NC1CCCCC1 (stereo unspecified) | 11 | / | 11
